miR-122 sensor: inhibitors of miR-122 in Huh7 cells. Huh7 miR-122 Renilla luciferase sensor, 48 h; neutral wells = 0, positive control = 100. activation (reporter increase), % at 12.5 µM. hit rate 0.3% among 340,000;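 active = mean replicate activation score at least 90 and every replicate individually at or above 90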;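 note: higher luciferase means less miR-122 activity so hits act as miR-122 inhibitors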
PGC1a acetyl inh: modulators of PGC1a acetylation; U2OS PGC1a acetylation, AlphaScreen anti-acetyl-lysine; with virally co-expressed GCN5 acetyltransferase; inhibition, % at 15.6 µM; hit rate 0.17% among 350,000; AID 651687;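 active = every replicate shows inhibition of at least 40%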;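 note: 0% = neutral control wells and 100% = positive control wells; some results beyond the cut were filed as inactive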
FN deposit inh: fibronectin deposition inhibition. AH1F fibroblasts, Alexa488-fibronectin deposition fluorescence, overnight. inhibition, % at 12.6 µM. hit rate 0.086% among 350,000;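 active = mean inhibition across replicates of 30% or more, regardless of how many single replicates reach that level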;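 note: positive control wells lacked labelled fibronectin entirely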
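Schedule: 1 h cell adhesion before compound, then overnight fibronectin incubation; test system: AH1F fibroblast monolayer depositing Alexa488-labelled fibronectin into matrix; quantity: 10000 AH1F cells per well; probe or stimulus: fluorescent fibronectin at 24 nM final; signal: fluorescence, ex 485 nm, em 525 nm; evaluation: percent inhibition as loss of matrix-bound fibronectin fluorescence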
PglD inh: PglD (C. jejuni) enzyme inhibition | purified PglD enzyme, DTNB colorimetric CoA detection | inhibition, % at 12.5 µM | hit rate 0.098% among 360,000; in the data active = inhibition above about 16%, passing the limit was not always enough; note: strong numbers were not always called active
GSIS activator: GLuc luminescence reporter in INS-1E cells, primary screen for activators of glucose-dependent secretion of insulin; activation, % at 16.6 µM; AID 743287; INS-1E GLuc reporter insulin secretion, 2-3 h; hit rate 0.61% among 370,000;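 active = lowest replicate activation of at least 40%, so every replicate reaches that level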;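 note: 0% = median of neutral control wells and 100% = median of IBMX positive control wells; some compounds called inactive have numbers as strong as hits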
Cneo AK release: Cryptococcus neoformans lysis via adenylate kinase release | C. neoformans lysis, adenylate kinase release luminescence, 4 h; normalised: neutral wells 0, clomiphene wells 100 | lysis activity, % at 15 µM | hit rate 0.2% among 360,000 | AID 651654;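 active = mean lysis activity across replicates of at least 80%, whatever share of replicates individually reach that level; inactive = mean lysis activity below 80%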
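Test system: log-phase Cryptococcus neoformans yeast cells; Quantity: yeast cell density of 5 × 10^6 cells/mL; Buffer or medium: YPD; Doses: single compound concentration per well; Timing: 4 h at 37 °C static, read 1 h later; Measured by: AK luminescence; Read-out basis: lysis from increased AK signal; Control set: Clomiphene as positive control.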
Statin myotox sup: suppressors of simvastatin-induced myotoxicity in C2C12 myotubes. ATP luminescence, 48 h; scaled: DMSO 0, geranylgeraniol control 100. rescue of ATP level, % at 7.49 µM. hit rate 0.78% among 330,000;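 active = mean ATP rescue above about 67%, or every replicate alone reaching that limit, limit read from the data, passing the limit was not always enough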;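 note: myotubes were challenged with 10 µM simvastatin during compound exposure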
F508del corr: CFTR F508del correction in bronchial cells. hit rate 0.36% among 350,000. AID 720511. CFBE cells, YFP halide quenching; stimulated with forskolin plus potentiator P3; % fluorescence drop versus neutral controls. activity (quench increase), % at 7.58 µM;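 active = mean added fluorescence quench of at least 8% versus neutral control, with both replicates also reaching 8%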;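 note: cells transiently co-express mutant CFTR-F508del with the halide-sensitive YFP; corrector assay measuring rescue of mutant channel to the surface after 24 h compound exposure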
An asterisk follows results filed as active; . = no result given; & = joins results of further samples; [ ] = dose if it differs, or a comment. Compounds as they come; 2.1% or so of the library scored in one or more.

SMILES	miR-122 sensor	PGC1a acetyl inh	FN deposit inh	PglD inh	GSIS activator	Cneo AK release	Statin myotox sup	F508del corr
CC(OC(=O)C1=COCCO1)C(=O)Nc1ncc(Cl)cc1Cl (stereo unspecified)	.	.	-10	4	22	3	9	-1.2
COc1ccc(C(C(=O)NCC2CCCO2)N(C(=O)CNC(=O)c2cccs2)c2ccc(NC(C)=O)cc2)cc1OC (stereo unspecified)	.	6	-1	.	-2	.	.	1.2
COc1ccc(C#Cc2ccc3c(c2)[C@]2(C(=O)N3)[C@H](c3ccc(OCCO)cc3)N3[C@H](c4ccccc4)[C@H](c4ccccc4)OC(=O)[C@H]3[C@@H]2C(=O)NC[C@H](O)c2ccccc2)cc1	.	2	.	1	.	55	.	-3.5
COCC(=O)N1C[C@@H](C)[C@H](OC)CN(C)C(=O)c2cc(NC(=O)c3cc(C)on3)ccc2OC[C@@H]1C	.	-14	5	1	9	0	-2	0.2
CCOc1ccc(NC(=O)c2ccc3c(=O)n4c(nc3c2)CCCCC4)cc1	-7	-20	8	0	13	-1	15	1.4
COc1ccc(C(=O)NCC(=O)c2ccccc2)cc1	1	-7	2	-5	-14	-2	-1	1.0
CN1CCc2ccccc2C1C1CCNCC1 (stereo unspecified)	5	-5	.	.	12	.	-14	.
CCOc1ccccc1NC(=S)C(=C([O-])c1ccc2c(c1)OCCO2)[n+]1ccc(CC)cc1	1	12	3	5	-23	0	-9	2.0
O=C(O)CCC(=O)N1CCc2cc(S(=O)(=O)N3CCCCC3)ccc21	.	1	.	2	-3	-2	13	5.9
Cn1cnnc1SCC(=O)c1cc2ccccc2o1	7	0	1	.	-10	.	1	-2.7
CN(CC(=O)Nc1ccc(F)cc1)C(=O)c1cccc(S(=O)(=O)N2CCN(c3ccc(F)cc3)CC2)c1	-14	.	-9	-1	-27	5	23	1.3
Cc1cccc(NC(=O)c2ccoc2C)n1	-4	8	.	0	.	0	10	.
CC(NC(=O)Nc1ccccn1)N1C(=O)C2C3C=CC(C3)C2C1=O (stereo unspecified)	1	51	.	-4	.	0	2	.
O=C(C[C@H]1C=C[C@@H](NC(=O)Nc2ccccc2)[C@H](CO)O1)NCc1ccccn1	1[16.7 µM]	3	.	0	12	1	-2	-2.2
CSc1ccc(C(=O)/C=C/c2ccc(N)cc2)cc1	-7	.	5	.	0	.	1	.
CNc1oc(-c2cccs2)nc1C#N	-6	-9	.	-9	.	0	6	.
O=C(COc1cccnc1[N+](=O)[O-])Nc1ccc2c(c1)OC(F)(F)O2	-11	-5	2	0	-2	2	.	.
CCC1NC(=O)c2cc3ccccc3cc2-n2c1nc1ccc(OC)cc1c2=O (stereo unspecified)	-4	18	.	0	-2	8	12	0.6
C[C@H](CO)N1C[C@H](C)[C@H](CN(C)C(=O)NC2CCCCC2)Oc2ccc(NC(=O)Cn3cnnn3)cc2CC1=O	4[16.7 µM]	0	-5	-2	13	1	-17	-1.6
CC1=C(C(=O)N2CCCC(N3CCN(c4ccccc4F)CC3)C2)OCCO1 (stereo unspecified)	-3	.	4	3	-1	1	4	1.7
COc1ccc(CNC(=O)c2ccc(C(C)(C)C)cc2)cc1	.	-4	14	.	-2	.	.	-1.6
Cn1c(=O)c2c(ncn2CC(=O)OCC(=O)Nc2cc(Cl)ccc2Cl)n(C)c1=O	-1	6	-2	.	2	.	2	.
O=S(=O)(NCCc1csc(-c2cccnc2)n1)c1cc(F)ccc1F	.	-10	6	1	40	4	.	-4.1
Cc1cc(C(=O)Nc2cccc3c2O[C@H](CN(C)C(=O)Nc2ccc(F)cc2)[C@H](C)CN([C@@H](C)CO)C3=O)n(C)n1	2[16.7 µM]	5	.	-3	4	3	6	3.5
CN1C(=O)c2cc(NC(=O)c3ccccc3)ccc2OC[C@H]2O[C@H](CC(=O)NC3CCCC3)CC[C@@H]21	-17[16.7 µM]	3	-8	4	0	-2	-2	-0.5
Cc1cc(NC(=O)C(C)C)n(-c2nc3ccccc3s2)n1	-13	.	-3	2	13	1	23	-3.3
O=C(NCCc1nc2ccccc2[nH]1)c1ccco1	4	-15	7	-4	.	9	-13	.
CCCCC(=O)N(CCC)CCC	.	.	-8	-4	1	-1	-11	5.2
C[C@H]1CN([C@@H](C)CO)C(=O)c2cccc(NC(=O)Nc3ccc4c(c3)OCO4)c2O[C@H]1CN(C)C(=O)Nc1ccc2c(c1)OCO2	-12[16.7 µM]	-6	.	2	-2	-9	27	0.7
CC(C)NC(=O)N(C)C[C@@H]1OCCCC[C@H](C)Oc2ccc(NC(=O)CCC(F)(F)F)cc2C(=O)N([C@@H](C)CO)C[C@H]1C	-1[16.7 µM]	-12	-2	4	22	0	.	0.1
COCC(=O)Nc1ccc2c(c1)[C@H]1C[C@@H](CC(=O)OC)O[C@H](CO)[C@H]1O2	0[16.7 µM]	-1	7	0	-3	0	-2	1.6
COc1ccc(CN(C)C[C@@H]2OCCCC[C@H](C)Oc3ccc(NS(=O)(=O)c4cccs4)cc3C(=O)N([C@H](C)CO)C[C@H]2C)cc1	-1[16.7 µM]	-4	.	-1	-21	1	.	-0.3
COc1ccc(CSc2nnnn2-c2ccc(C(N)=O)cc2)cc1[N+](=O)[O-]	-4	9	0	4	22	1	10	0.8
O=C(CS(=O)(=O)c1ccc(F)cc1)N1CCOCC1	-2	4	.	-6	2	0	.	1.8
COc1ccccc1CNCc1ccc(OC)c2ccccc12	.	-5	2	.	-15	.	.	-0.3
C/C(=N\NC(=O)c1nnn(-c2nonc2N)c1-c1cccs1)c1ccncc1	-7	1	5	1	13	-1	-6	-3.3
CC1(C)Cc2nc3sc4c(SCC(=O)NCc5ccccc5)ncnc4c3cc2CO1	15	-3	19	-1	.	-2	.	.
O=C(COc1cccc(C(F)(F)F)c1)NNC(=O)Cn1c(=O)cnc2ccccc21	-4	-10	-2	-6	-15	-2	5	-3.0
Cc1nc2ccccn2c1-c1ccnc(=S)[nH]1	.	0	1	.	.	.	-12	-0.8
Cn1cncc1C#Cc1c(C=O)n(C)c2ccccc12	3	5	-1	1	-1	0	-10	1.3
CN(C)c1ccc(O)c2c1CC1CC3[C@@H](N(C)C)C(=O)C(C(N)=O)C(=O)[C@]3(O)C(=O)C1C2=O (stereo partly specified)	-4	-3	-1	6	.	-2	4	-1.8
COC(=O)c1nn(-c2ccc(OC)cc2)c(=O)cc1Sc1ccc(C)cc1	4	0	1	-4	-4	-3	.	2.0
Cc1cccnc1NC(=O)c1ccc(Br)o1	0	-9	.	-2	-5	1	8	5.0
COC(=O)Cn1c(CCS(=O)(=O)c2ccc(C)cc2)nc2ccccc21	-4	-11	12	-5	43	3	1	.
Cc1cccc(S(=O)(=O)Nc2ccc(S(=O)(=O)Nc3nccs3)cc2)c1	5	-4	-1	3	-9	0	6	-0.6
CC(C)(C)[S@](=O)N1Cc2cc(C(=O)N3CCCCC3)nc(-c3cccc(-c4ccccc4F)c3)c2[C@@H]1CCO	.	-8	6	8	-28	21	12	0.7
Cc1cccc(CN(C)C[C@@H]2Oc3ncc(/C=C/c4ccccc4)cc3C(=O)N([C@H](C)CO)C[C@@H]2C)c1	-4[16.7 µM]	-4	9	-5	-17	75	-61	-0.6
CCCCSc1nc2sc3c(c2c(=O)[nH]1)CCC3	2	3	.	2	8	-2	-13	.

One compound at a time, from the list above:
Record of CN(CC(=O)Nc1ccc(F)cc1)C(=O)c1cccc(S(=O)(=O)N2CCN(c3ccc(F)cc3)CC2)c1 = miR-122 sensor: -14; PGC1a acetyl inh: .; FN deposit inh: -9; PglD inh: -1; GSIS activator: -27; Cneo AK release: 5; Statin myotox sup: 23; F508del corr: 1.3
Record of CC(C)NC(=O)N(C)C[C@@H]1OCCCC[C@H](C)Oc2ccc(NC(=O)CCC(F)(F)F)cc2C(=O)N([C@@H](C)CO)C[C@H]1C = miR-122 sensor: -1[16.7 µM]; PGC1a acetyl inh: -12; FN deposit inh: -2; PglD inh: 4; GSIS activator: 22; Cneo AK release: 0; Statin myotox sup: .; F508del corr: 0.1
Record of COCC(=O)N1C[C@@H](C)[C@H](OC)CN(C)C(=O)c2cc(NC(=O)c3cc(C)on3)ccc2OC[C@@H]1C = miR-122 sensor: .; PGC1a acetyl inh: -14; FN deposit inh: 5; PglD inh: 1; GSIS activator: 9; Cneo AK release: 0; Statin myotox sup: -2; F508del corr: 0.2

Carrying on:
SMILES	miR-122 sensor	PGC1a acetyl inh	FN deposit inh	PglD inh	GSIS activator	Cneo AK release	Statin myotox sup	F508del corr
COc1ccc(CN(C)C[C@@H]2Oc3ccc(NC(=O)CCC(F)(F)F)cc3C(=O)N([C@@H](C)CO)C[C@@H]2C)cc1	-8[16.7 µM]	2	.	3	-12	-3	0	-0.5
CCN(CC)CCNC(=O)c1ccc(NC(=O)COc2ccc3c(c2)CCC3)cc1	.	-3	7	1	-1	-2	-8	1.4
COc1ccc(NC(=O)Nc2ccc3c(c2)[C@@H]2C[C@H](CC(=O)NCc4ccc5c(c4)OCO5)O[C@@H](CO)[C@@H]2O3)cc1	9[16.7 µM]	6	-14	-2	16	-3	-1	1.4
O=C1CN(C(=O)c2ccc(F)cc2)c2ccccc2N1	-1	3	-3	-5	20	2	6	-3.1
O=S(=O)(c1ccccc1)c1nc(-c2ccco2)oc1NCCN1CCOCC1	1	1	.	1	-1	-3	-12	0.4
O=C(Cn1cc([N+](=O)[O-])cn1)N1CCN(Cc2ccc3c(c2)OCO3)CC1	-5	9	1	3	-3	-2	-5	-2.2
CCc1ccc(C(CC(=O)O)N2Cc3ccccc3C2=O)cc1 (stereo unspecified)	-5	9	-8	-5	2	0	6	-0.9
CC1(C)CC(NCc2ccccc2)CCO1 (stereo unspecified)	.	5	2	2	3	-2	.	-3.5
CCOc1ccc(C(CCc2ccccc2)NC(=O)c2ccc(OC)c(OC)c2)cc1OCC (stereo unspecified)	-3	-14	.	-1	.	2	1	.
C[C@@H]1CN([C@H](C)CO)C(=O)c2cc(NC(=O)Cc3ccccc3)ccc2O[C@H]1CN(C)Cc1ccc(Oc2ccccc2)cc1	5[16.7 µM]	9&-25	14	-7&0	-16&-17	2&-1	1&7	-4.9&-1.7
Cc1ccc(Nc2nc(C(=O)N3CCC(C(=O)NC(C)C)CC3)cs2)cc1	-4	-9	-5	1	.	-3	.	-2.4
CN1[C@@H]2c3ccc(-c4ccccc4F)c(=O)n3C[C@@H]2[C@@H](CO)[C@@H]1C(=O)NCc1ccncc1	-4[16.7 µM]	-5	.	3	0	-1	14	-3.5
Cc1onc(-c2ccccc2)c1C(=O)c1c[nH]c(C(=O)NCc2ccccn2)c1	-3	10	-8	-1	7	2	0	-3.2
COc1ccc(S(=O)(=O)N2CCC(C(=O)NCC(=O)Nc3c(C)cccc3C)CC2)cc1OC	-12	1	1	-3	4	3	0	-5.3
CCCNC(=O)N1C[C@@H](C)[C@H](OC)CN(C)C(=O)c2ccc(NC(=O)C3CCC3)cc2OC[C@H]1C	.	0	-4	.	-6	.	.	-0.9
COc1cccc(NC(=O)Nc2ccc3c(c2)C(=O)N(C)[C@H]2CC[C@H](CC(=O)NCCc4ccccc4)O[C@H]2CO3)c1	.	.	-3	-4	-2	-2	-10	.
O=CC1=C(N2CCOCC2)/C(=C/c2ccc(Cl)cc2)CC1	-18	.	24	.	-11	.	.	5.5
C[C@@H]1CN([C@@H](C)CO)C(=O)Cc2cc(NC(=O)Cc3cn(C)c4ccccc34)ccc2O[C@H]1CN(C)C(=O)Nc1ccc(C(F)(F)F)cc1	-2[16.7 µM]	1	.	0	6	0	-35	-1.7
CCCCC(=O)Nc1cccc(NC(=O)c2ccc3c(c2)OCO3)c1	2	-6	.	6	.	1	.	.

Screens from PubChem BioAssay.
